Bioassay records as filed in PubChem BioAssay.
IMPase cell inh: IMPase inhibition in cells; P97697; CHO-M1 cells, IP1 accumulation, HTRF TR-FRET ratio; 120,000 tested, under 10 active; inhibition (IP1 accumulation), % at 46.1 µM; active means well fitted curve in the direction sought with a large enough effect in the signal ratio, not every such curve was filed as active; inconclusive means small, poorly fitted or top-dose-only effect, or a change in a side signal; inactive means no such curve, though single readings can be large or run the other way; the % refers to the signal ratio;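 further: cells stimulated with carbachol in lithium chloride buffer; plate controls were DMSO basal wells for no effect and reference inhibitor wells for full effect; higher means more IMPase inhibition seen as more IP1 and lower FRET ratio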
Target sequence (P97697 whole entry, looked up): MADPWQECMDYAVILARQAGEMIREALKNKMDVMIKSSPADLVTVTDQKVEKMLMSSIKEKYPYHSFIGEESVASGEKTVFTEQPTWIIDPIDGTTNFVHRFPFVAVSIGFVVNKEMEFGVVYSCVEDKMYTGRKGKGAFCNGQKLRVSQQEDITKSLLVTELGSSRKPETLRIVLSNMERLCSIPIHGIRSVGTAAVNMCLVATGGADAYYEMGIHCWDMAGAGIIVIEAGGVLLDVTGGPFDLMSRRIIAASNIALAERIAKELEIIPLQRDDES
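Carbachol-driven Gq signalling in CHO-M1 cells (2000/well) generates IP1. Compounds that block IMPase raise IP1 and so reduce the FRET signal from Eu-anti-IP1 and d2-IP1 after a 10 min room-temperature lysis.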
PNC assembly inh: perinucleolar compartment assembly inhibition; activity change (PNC), negative = inhibition, % at 10 µM; 140,000 tested, 3.1% active; PC3M PTB-GFP, PNC prevalence imaging, 16 h; hits give low values; AID 2417;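 active means readout at or below -70, meaning at least 70% loss of cells showing the perinucleolar compartment, a nuclear body marking cancer cells; inconclusive means readout between -30 and a set limit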;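 further: plate controls were DMSO wells for no effect and camptothecin positive control wells for full effect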
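Compounds are pinned in duplicate onto adhered PC3M cells stably expressing GFP-tagged PTB and incubated 16 h at 37 C. Cells are then fixed, nuclei stained with Hoechst, and PNC-positive cells counted.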
ALOX15B inhib: 15-hLO-2 (ALOX15B) enzyme inhibition. Potency, µM (series often up to 57.1 µM), for the others: top-dose activity change, negative = inhibition, actives largely listed as inhibitors. purified 15hLO-2, xylenol orange hydroperoxide absorbance. 110,000 tested, 0.56% active. O15296; further: potency means the concentration at half of the fitted maximal effect; nearly all actives have a fitted effect of over 60% in size; many of its hits are not listed in these tables
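Purified human 15hLO-2 (50 nM final) preincubated with compounds 15 min at room temperature in 25 mM Hepes pH 7.5, 0.01% Triton X-100, then 45 uM arachidonic acid added for 90 min; hydroperoxide detected via ferrous/xylenol orange, 573/405 nm absorbance ratio.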
ALOX12 inhib: 12-hLO (ALOX12) enzyme inhibition | P18054 | purified 12-hLO, xylenol orange hydroperoxide absorbance | Potency, µM (top dose mostly 57.1 µM), without a hit: at the top dose activity change, negative = inhibition, actives largely listed as inhibitors | 150,000 tested, 0.12% active | AID 1452; further: potency means the concentration at half of the fitted maximal effect; nearly all actives have a fitted effect of over 55% in size; many of its hits are not listed in these tables
Target sequence (P18054 whole entry, looked up): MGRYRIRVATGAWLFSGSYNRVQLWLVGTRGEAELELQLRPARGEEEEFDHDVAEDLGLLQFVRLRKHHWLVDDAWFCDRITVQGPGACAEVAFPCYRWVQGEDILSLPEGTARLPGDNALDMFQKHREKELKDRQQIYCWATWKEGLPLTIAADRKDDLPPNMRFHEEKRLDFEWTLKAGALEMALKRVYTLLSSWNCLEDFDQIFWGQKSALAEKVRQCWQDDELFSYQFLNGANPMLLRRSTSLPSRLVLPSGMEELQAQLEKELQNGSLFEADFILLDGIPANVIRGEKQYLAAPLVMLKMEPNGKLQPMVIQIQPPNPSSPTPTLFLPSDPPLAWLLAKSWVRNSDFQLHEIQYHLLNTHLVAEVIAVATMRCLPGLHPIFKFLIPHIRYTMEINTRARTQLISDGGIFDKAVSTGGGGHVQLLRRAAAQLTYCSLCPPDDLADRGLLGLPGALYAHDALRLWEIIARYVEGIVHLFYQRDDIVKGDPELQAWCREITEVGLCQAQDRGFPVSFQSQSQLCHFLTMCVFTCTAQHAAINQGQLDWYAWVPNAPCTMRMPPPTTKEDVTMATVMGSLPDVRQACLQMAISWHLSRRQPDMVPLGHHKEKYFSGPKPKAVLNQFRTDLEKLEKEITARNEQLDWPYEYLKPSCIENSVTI
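150 nM 12hLO, 25 mM Hepes pH 7.0 + 0.01% Triton X-100; cpd preinc 15 min RT; 40 uM arachidonic acid, 30 min RT; Fe-XO 30 min; A573/A405 ratio as read-out.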
Starred values were filed as active, the others as inactive; ? = inconclusive; . = no result given; [ ] = another dose, or the depositor's remark. Unless noted, the call rests on the fitted dose curve; in most records, active means well fitted curve in the direction sought with a large enough effect; inconclusive means small, poorly fitted or top-dose-only effect, or another doubt; inactive means no such curve, though single readings can be large; an effect the other way counts as inactive or inconclusive. Unless noted, on the % scale 0 is the no-effect control and ±100 the full control effect. This is a subset; rates above refer to the full screens.

SMILES	IMPase cell inh	PNC assembly inh	ALOX15B inhib	ALOX12 inhib
CCOC(=O)c1c(C)[nH]c(C)c1C(=O)COC(=O)/C=C/c1cccc(F)c1	13	?	.	0%
CCOC(=O)C1CCCN(C(=O)c2ccc(CS(=O)(=O)Cc3ccccc3C)o2)C1 (stereo not given)	3	?	-3%	4%
CCOC(=O)NC1(C(F)(F)F)C(=O)NC(C)=C1C(=O)OC (stereo not given)	-8	-8	-5%	2%
COc1ccccc1OCC(=O)Nc1ccc(S(=O)(=O)NC(C)=O)cc1	9	-12	-15%	-3%
COc1ccccc1-n1c(SCC(=O)c2ccc(O)cc2O)nc2cc([N+](=O)[O-])ccc21	.	9	.	-2%
O=C(Cn1ncc2c3ccccc3n(Cc3ccc(F)cc3)c2c1=O)N1CCN(c2ncccn2)CC1	7	?	8%	6%
CCOC(=O)C1CCN(C(=O)CN(Cc2ccc(Cl)cc2)S(C)(=O)=O)CC1	-1	-9	4%	0%
CCN(CCCNC(=O)CCNC(=O)Cn1ccc2ccccc2c1=O)c1ccccc1	2	-94*	3%	-3%
Cc1ccc(S(=O)(=O)N(C)CC(=O)OCc2nnc(-c3ccccc3)o2)cc1	-1	-7	-3%	3%
O=C(Nc1cccnc1)/C(N=Nc1cccnc1)=C(\O)c1ccccc1	-1	-29	.	-4%
Cc1sc(NC(=O)c2ccc(Br)s2)c(C(N)=O)c1C	4	8	-1%	0%
CCCn1c2c(c(O)c(C(=O)Nc3ccc(OC)cc3)c1=O)CCCC2	3	-27	9%	-17%
O=C(c1ccncc1)N1CCC2(CCCN(C(c3ccccc3)c3ccccc3)C2)CC1	.	.	3%	-10%
Cc1ccc(-c2nn(CC(=O)O)c(=O)c3ccccc23)cc1	-1	-4	.	-4%
CSC1=NSC2=NC(=O)/C(=C/c3coc4ccc(O)cc4c3=O)C(=N)N12	.	?	.	-8%
COc1ccc(CNC(=O)C2CC(c3ccc(F)cc3)=NO2)cc1 (stereo not given)	-11	-3	-5%	-4%
CCCc1nnc(SCC(=O)N2CCCCC2)n1CC1CCCO1 (stereo not given)	-1	34	0%	-1%
CC1CCc2c(sc(NC(=O)C3c4ccccc4Oc4ccccc43)c2C(N)=O)C1 (stereo not given)	-2	-9	.	-1%
CC(C)c1ccc(NC(=O)c2snc3ccc(Cl)cc23)cc1	-2	-15	.	-2%
COc1ccc(CNC2C[C@H]3CCCC(=O)N4CC[C@@H](C2)[C@@H]34)cc1 (stereo not given in full)	.	.	14%[0.0915 µM]	0%[0.00818 µM]
COc1ccccc1NS(=O)(=O)c1cc(NC(=O)/C=C/c2cccs2)ccc1N1CCOCC1	.	-23	.	-1%
CC(=O)Nc1ccc(NS(=O)(=O)C(F)(F)F)cc1	3	?	0%	8%
CCOC(=O)C(=O)Nc1ccccc1C#N	4	?	.	-2%
CCOC(=O)c1ccc(Nc2cc(C)nc3ncnn23)cc1	14	?	2%	1%
COc1cc2c(cc1OC)C(c1ccc(-c3ccccc3Cl)o1)=NCC2	15	8	11%	-7%
COc1ccc(CNC(=O)c2cc3c(s2)CS(=O)C3)cc1 (stereo not given)	5	14	2%	-2%
CC(SCc1ccccc1)C(=O)N/N=C/c1cccs1 (stereo not given)	0	10	.	3%
COC(=O)c1cc(CSc2nc3ccccc3[nH]2)oc1C	3	-17	7%	2%
CCn1c(SCC(=O)N=Nc2c(O)[nH]c3ccccc23)nc2ccccc21	.	-9	.	-3%
Cn1ccnc1	-1	.	-2%	-2%
O=C(NC(NC1CCS(=O)(=O)C1)C(Cl)(Cl)Cl)c1ccc(Br)cc1 (stereo not given)	4	107	-20%	-5%
C=C(C)c1cccc(C(C)(C)NC(=O)Nc2ccc(C(C)=O)cc2)c1	.	45	.	-3%
CCOc1ccccc1NC(=O)CCCN1C(=S)NC(C)(C)CC1C (stereo not given)	.	?	.	-13%
CCSc1nnc(NC(=O)C(C)(C)C)s1	-14	-23	8%	-8%
Cc1ccc(O)c(C(=O)c2cnn(C(=O)COc3ccc(Cl)cc3)c2)c1	.	4	.	0%
CCN(CC)CCCN1C(=O)C(O)=C(C(=O)c2sc(C)nc2C)C1c1ccc(C)o1 (stereo not given)	-3	20	3%	-6%
COc1ccc(Cl)cc1NC(=O)c1cnc2sccn2c1=O	-3	?	-3%	0%
O=C(Nc1c2c(nc3c1CCC3)CCCC2)c1ccccn1	.	58	.	4%
Cc1ccc(-c2nnn(CC(=O)NCCC3=CCCCC3)n2)cc1	13	-21	.	1%
CC1(C)Cc2c(c(N3CCCC3)[nH]c(=S)c2C#N)CO1	-2	20	-7%	-2%
O=S(=O)(c1ccc(F)cc1)N(CCO)CC(O)Cn1c2ccccc2c2ccccc21 (stereo not given)	-9	29	-1%	-4%
CC(=O)NC1CCN(C(=O)N2CCCC2)CC1	3	-13	4%	8%
COc1ccc(CN2CCCC(C(=O)N3CCCC3)C2)cc1 (stereo not given)	2	54	-14%	-7%
O=C(Nc1cc2c(cc1Cl)OCCO2)c1ccco1	-4	-8	.	-4%
CC(CC1CC(C)(C)OC1=O)C(=O)Nc1ccc([N+](=O)[O-])cc1 (stereo not given)	-16	?	.	-1%
COc1cccc(OCc2nnc(SCC(=O)NCc3ccco3)n2C)c1	-6	7	2%	8%
Cc1ccc(-c2nnc3n2N=C(c2ccc(Br)cc2)CS3)cc1	2	-106*	-13%	1%
O=C(NCN1CCc2ccccc2C1)c1ccccc1	2	7	1%	-6%
CCOC(=O)c1cccc(NC(=O)CSc2nnc(COc3ccc(Cl)cc3)o2)c1	-15	1	-1%	2%
O=C(CCCN1C(=O)c2ccccc2C1=O)Oc1ccc(F)cc1	11	-26	0%	-4%
Cc1ccc(N/C=C2\CCCCC2=O)c(C)c1	.	-9	.	-5%
Cc1cc(C(F)(F)F)n2ncc(-c3ccccc3)c2n1	-7	?	12%	-2%
Cc1cc(=O)oc2cc(OC(C)C(=O)Nc3ccc(N4CCOCC4)cc3)ccc12 (stereo not given)	2	-5	-8%	2%
CCNC(=S)NNC(=O)c1cccnc1	22	-7	.	6%
COCCn1c(Cc2ccccc2)nnc1SCC(=O)N1CCCCC1C (stereo not given)	1	-16	1%	2%
O=C(CCSc1ccc(Cl)cc1)N1CCOCC1	.	-26	.	5%
CN1CCN(c2ncccc2S(=O)(=O)N2CCCCC2)CC1	16	40	.	4%
Cc1cc(NC(=O)C2COc3ccccc3O2)no1 (stereo not given)	1	6	.	1%
Cc1ccc(CN(c2ccc(C(=O)NCc3ccc4c(c3)OCO4)cc2)S(C)(=O)=O)cc1	4	?	-6%	-19%
Cc1ccc2nc(NC3=NCN(Cc4cccnc4)CN3)nc(C)c2c1	-1	-20	56%[activator]	-1%

Next part, overlapping the part above by 7 compounds.
SMILES	IMPase cell inh	PNC assembly inh	ALOX15B inhib	ALOX12 inhib
CCNC(=S)NNC(=O)c1cccnc1	22	-7	.	6%
COCCn1c(Cc2ccccc2)nnc1SCC(=O)N1CCCCC1C (stereo not given)	1	-16	1%	2%
O=C(CCSc1ccc(Cl)cc1)N1CCOCC1	.	-26	.	5%
CN1CCN(c2ncccc2S(=O)(=O)N2CCCCC2)CC1	16	40	.	4%
Cc1cc(NC(=O)C2COc3ccccc3O2)no1 (stereo not given)	1	6	.	1%
Cc1ccc(CN(c2ccc(C(=O)NCc3ccc4c(c3)OCO4)cc2)S(C)(=O)=O)cc1	4	?	-6%	-19%
Cc1ccc2nc(NC3=NCN(Cc4cccnc4)CN3)nc(C)c2c1	-1	-20	56%[activator]	-1%
CCCOc1ccc(NC(=O)C2CC(=O)N/C(=N/N=C(\C)CCc3ccc4c(c3)OCO4)S2)cc1 (stereo not given)	.	17	.	-2%
NS(=O)(=O)c1cc2c(cc1Cl)NCNS2(=O)=O	3	-20	3%	-5%
COc1ccc(OC)c(NC(=O)c2cnn(-c3ccccc3Cl)c2NC(=O)c2ccco2)c1	14	?	-3%	0%
Cc1cc(-c2ccccc2)nc2[nH]n(-c3ccccc3)c(=O)c12	3	-1	?	-8%
CN1C2CCC1CC(OC(=O)c1c[nH]c3ccccc13)C2 (stereo not given)	10	-89*	8%	4%
COc1ccc(/C=N/NC(=O)c2ccc(CSc3nc(C)cc(C)n3)cc2)cc1O	8	?	.	2%
CCOc1cccc(-c2nnc3sc(-c4ccc(C)cc4)nn23)c1	-11	20	7%	-8%
CC(C)N1C(=O)/C(=C/c2nc3ccccc3c(=O)n2-c2ccccc2)c2ccccc21	6	51	-5%	-3%
CCOC(=O)N1CCN(C(=O)C2CCN(S(=O)(=O)c3ccc(Cl)cc3)CC2)CC1	-2	26	-5%	3%
C=CCOc1ccc(CNC(C)(C)CO)cc1OCC	-1	-24	-7%	10%
Cc1ccc(-c2nn(-c3ccccc3)cc2C(=O)OCC(=O)Nc2ncc(Cl)cc2Cl)cc1	.	52	.	-4%
CCOC(=O)C1=C(Nc2ccccc2)OCC1=O	0	-19	0%	5%
O=C(Cc1cccs1)Nc1nnc(SCc2ccc(F)cc2)s1	9	-21	.	-1%
CCOC(=O)C1=C(C)NC(SCc2cc(=O)[nH][nH]2)=C(C#N)C1c1cccs1 (stereo not given)	20	?	2%	?
CCOC(=O)C1CCCN(c2c(Nc3cc(C)cc(C)c3)c(=O)c2=O)C1 (stereo not given)	5	?	-5%	-5%
COc1cc(NS(=O)(=O)c2ccc(NC(=O)C34CC5CC(CC(C5)C3)C4)cc2)ncn1	-3	38	-6%	2%
Cc1cccc(N(C)S(=O)(=O)c2ccc3[nH]c(=O)c(=O)[nH]c3c2)c1	9	49	-1%	1%
CCCN1CNC(=S)N(c2cc(C)ccc2C)C1	-5	-100*	.	5%
OCCN1CCN(C2Cc3cc(Cl)ccc3Sc3ccc(Cl)cc32)CC1 (stereo not given) (tested in a mixture with another compound)	5	-7	.	18%
CC1CCCCC1NC(=S)NC(=O)c1ccccc1Br (stereo not given)	.	-2	.	2%
Clc1ccccc1CNCC1CCC(CNCc2ccccc2Cl)CC1 (stereo not given)	10	.	35%[activator]	-8%
CC(C)OP(=O)(c1ccccc1)c1ccccc1	-4	-4	.	-4%
CCOc1ccc(C(=O)c2ccc(O)c(O)c2O)cc1	.	.	?	-25%
Fc1cnc(N2CCc3ccccc32)nc1N1CCc2ccccc21	-13	33	-3%	4%
CC(C)CCSc1nc2c(c(=O)[nH]c(=O)n2C)n1CCc1ccccc1	-6	81	.	2%
Oc1c(Cl)cc(Cl)cc1CNc1ccc(Br)cn1	0	?	-4%	-10%
CCOC(=O)c1sc(N(Cc2ccccc2)C(=O)COC(=O)c2ccccc2O)nc1C	.	-29	.	3%
CCOc1ccc2nc(N/C(N)=N/C(=S)Nc3ccc(C)c(C)c3)nc(C)c2c1	.	-7	.	-2%
CCOC(=O)c1sc(=S)n(-c2cccc(C(F)(F)F)c2)c1SC	6	56	.	6%
C/C(=N\N1CCN(C2c3ccccc3-c3ccccc32)CC1)c1ccco1	.	26	.	-1%
CC1CCN(C(=S)NCCc2ccccc2)CC1	-3	17	-4%	1%
CCOn1c(=O)c(-c2cc3ccccc3o2)[n+]([O-])c2ccccc21	-6	?	2%[2.29 µM]	5%
O=C(/C=C/Nc1ccccc1OC(F)(F)F)C(F)(F)F	0	?	-1%	-7%
c1ccc(/C(=N/Nc2nc3ccccc3s2)c2ccccn2)cc1	.	.	21%[11.4 µM]	3%[11.4 µM]
COc1ccc(Br)cc1C1SCCN1S(C)(=O)=O (stereo not given)	0	20	-2%	0%
NCCNc1cccc2ccccc12	.	.	0%	-4%
Cc1sc2nc(CN3CCCC3)nc(Cl)c2c1C	.	4	.	-1%
